SKKanGAS inh – blocks kanamycin growth of S. pyogenes SKKanGAS strain. inhibition, % at 7.5 µM. BacTiter-Glo, 6 h. hit rate 1.3% among 300,000;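 active means mean replicate score, as percent of positive control median, at least 50; inconclusive means mean below 50 but one replicate at or above 50; inactive means mean and every replicate below 50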;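 further: strain carries kanamycin resistance gene driven by streptokinase promoter and grows in 40 µg/ml kanamycin; loss of luminescence reflects streptokinase promoter inhibition or plain growth inhibition; 0% = median of DMSO wells and 100% = positive control at its reference dose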
HDAC3 inhib – blocks human histone deacetylase 3; AID 2718; recombinant HDAC3, fluorogenic peptide/trypsin coupled, fluorescence; inhibition, % at 8.3 µM; hit rate 0.15% among 320,000; in the data active means inhibition above about 26%, passing the limit was not always enough; inconclusive means no clear call, values can overlap the other calls
Target sequence (O15379 whole entry, looked up): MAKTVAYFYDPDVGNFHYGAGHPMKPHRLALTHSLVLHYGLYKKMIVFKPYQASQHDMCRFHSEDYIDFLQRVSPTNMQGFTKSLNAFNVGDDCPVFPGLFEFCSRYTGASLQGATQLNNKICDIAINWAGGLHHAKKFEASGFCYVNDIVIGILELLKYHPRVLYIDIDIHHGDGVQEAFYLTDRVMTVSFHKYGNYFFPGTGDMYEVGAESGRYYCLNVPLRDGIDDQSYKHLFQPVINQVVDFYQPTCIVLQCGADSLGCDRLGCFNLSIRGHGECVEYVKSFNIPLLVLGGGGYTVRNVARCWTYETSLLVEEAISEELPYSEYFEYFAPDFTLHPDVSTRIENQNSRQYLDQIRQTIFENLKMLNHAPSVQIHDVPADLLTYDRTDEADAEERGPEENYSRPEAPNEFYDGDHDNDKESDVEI
TRPC6 inhibitor – blocks the mouse TRPC6 cation channel | B-score at 10 µM | HEK293-TRPC6, membrane potential dye, ACh-evoked depolarization; stronger effect = lower value | AID 2553 | Q61143 | hit rate 1.1% among 310,000;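 active means B-score under library mean minus 3 SD, initial fluorescence not abnormally high, positive integrated signal ratio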;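 further: B-score derived from integrated fluorescence ratio over the kinetic read; more negative B-score means stronger inhibition of depolarization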
MrgX1 antagonist – antagonists of human MrgX1 receptor. MRGX1-HEK293 calcium flux, Fluo-4, BAM8-22 antagonism; stronger effect = lower value. AID 588676. hit rate 1.3% among 310,000. B-score at 10 µM;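 active means calcium-response B-score plate-corrected more than 3 library SD below zero, starting fluorescence within 5 deviations, no agonist response on first addition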;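 further: peak minus trough fluorescence over baseline after final BAM8-22 challenge near maximal dose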
Target sequence (Q96LB2 whole entry, looked up): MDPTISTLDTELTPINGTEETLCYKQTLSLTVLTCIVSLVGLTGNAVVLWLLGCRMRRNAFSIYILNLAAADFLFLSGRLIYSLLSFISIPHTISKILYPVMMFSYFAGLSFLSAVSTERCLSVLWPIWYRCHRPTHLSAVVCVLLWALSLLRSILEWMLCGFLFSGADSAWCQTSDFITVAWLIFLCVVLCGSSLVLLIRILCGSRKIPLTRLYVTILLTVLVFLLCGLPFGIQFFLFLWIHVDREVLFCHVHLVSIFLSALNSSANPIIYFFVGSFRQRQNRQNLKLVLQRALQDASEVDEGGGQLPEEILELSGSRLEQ
MrgX1 allo act – allosterically activates human MrgX1 receptor signaling. AID 588675. hit rate 0.63% among 310,000. MrgX1-HEK293, Fluo-4 calcium flux, FDSS; stronger effect = higher value. B-score at 10 µM;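 active means plate-corrected calcium response at least 3 library SD above typical, normal starting fluorescence, not activating the receptor alone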;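 further: compound read alongside a low EC10 to EC30 dose of BAM8-22 agonist; peak minus trough fluorescence over baseline measured at the second addition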
TRPC6 act – activates the mouse TRPC6 cation channel; HEK293-TRPC6 membrane potential dye fluorescence; stronger effect = higher value; hit rate 0.13% among 310,000; Q61143; B-score at 10 µM;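 active means B-score of the integrated fluorescence ratio above library mean plus 3 SD, and starting fluorescence ratio within library mean plus 5 SD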;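 further: higher score means more depolarization so channel activation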
RGS4 pot – RGS4 potentiation or activation. HEK293 M3R/inducible RGS4, carbachol calcium flux Fluo4; stronger effect = lower value. B-score at 10 µM. AID 463111. hit rate 0.92% among 310,000;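 active means B-score of the integrated calcium signal more than 4 SD below the library mean, with starting fluorescence not abnormally high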;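 further: negative B-score means reduced calcium response which marks RGS4 activation or potentiation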
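Also added: carbachol at ECmax as muscarinic agonist stimulus; Assay system: HEK293 cells with stable M3R and inducible RGS4; Timing: overnight RGS4 induction, 30 min dye load 37 °C, 20 min compound RT; Measured by: Fluo4-AM (2 µM) calcium-flux fluorescence, kinetic read.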
TMEM16A act – activators or potentiators of mouse TMEM16A chloride channel. Q8BHY3. HEK293 TMEM16A/YFP-H148Q/I152L, iodide quench fluorescence; stronger effect = lower value. B-score at 10 µM. hit rate 0.3% among 340,000;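 active means fluorescence-ratio B-score plate-corrected deviation score at least 3 library SD below zero, with starting fluorescence score within 5 deviations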;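 further: channel opened by trigger with iodide after compound preincubation; score built on the fluorescence ratio of max minus min over baseline; more negative score means more quench and so TMEM16A activation or potentiation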
RGS4 block – inhibitors of human RGS4; B-score at 10 µM; HEK293 M3R/RGS4 inducible, Fluo-4 calcium flux; stronger effect = higher value; triggered by carbachol at its EC20; hit rate 0.45% among 310,000;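 active means B-score, a plate-corrected calcium signal, over three deviations above library mean, with baseline fluorescence within five deviations of library mean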;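 further: RGS4 expression induced by doxycycline in cells with stable M3 receptor; B-score is computed from the integrated fluorescence ratio over baseline after carbachol; higher B-score means a larger calcium signal and so more RGS4 inhibition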
Target sequence (P49798 whole entry, looked up): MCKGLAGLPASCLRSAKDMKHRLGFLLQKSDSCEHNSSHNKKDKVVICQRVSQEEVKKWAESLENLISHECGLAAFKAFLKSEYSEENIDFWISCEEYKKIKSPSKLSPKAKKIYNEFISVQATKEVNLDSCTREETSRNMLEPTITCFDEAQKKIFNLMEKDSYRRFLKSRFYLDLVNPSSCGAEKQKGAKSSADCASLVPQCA
MrgX1 ag – human MrgX1 receptor agonism, primary screen | Q96LB2 | MrgX1-HEK293 cells, Fluo-4 calcium fluorescence, agonist mode; stronger effect = higher value | B-score at 10 µM | hit rate 0.44% among 310,000 | AID 588627;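 active means calcium response B-score plate-corrected fluorescence ratio at least 3 library SD, with starting fluorescence B-score inside 5 SD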
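Material: MrgX1-expressing HEK293 cells / Dosing: compound as first of three additions / Incubation: overnight seeding, then 1 h dark dye loading / Signal: Fluo-4 NW calcium fluorescence / Evaluation: B-scored fluorescence response ratio / Benchmarks: positive and negative control wells on each plate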
TMEM16A inh – inhibitors of mouse TMEM16A calcium-activated chloride channel | Q8BHY3 | HEK293 TMEM16A/YFP iodide influx fluorescence, ionomycin | normalized B-score (activity score, 25-100; higher = stronger inhibition) at 10 µM | hit rate 1.2% among 310,000 | AID 588511;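 active means ratio plate-corrected score three or more library SD toward inhibition, starting fluorescence score within five deviations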;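 further: score derived from kinetic fluorescence span divided by baseline fluorescence per well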
* hit, by the source's call.

`Cc1ccc(C(=O)N2CCC(n3nccc3NC(=O)c3ccccc3C)CC2)cn1` gave SKKanGAS inh -5, HDAC3 inhib -1, TRPC6 inhibitor inactive, MrgX1 antagonist inactive, MrgX1 allo act inactive, TRPC6 act inactive, RGS4 pot inactive, TMEM16A act inactive, RGS4 block inactive, MrgX1 ag inactive and TMEM16A inh inactive.
Screening O=C(Cc1c[nH]c2ccccc12)NCc1ccc2c(c1)OCO2 returned SKKanGAS inh 6, HDAC3 inhib -2, TRPC6 inhibitor inactive, MrgX1 antagonist inactive, MrgX1 allo act inactive, TRPC6 act inactive, RGS4 pot inactive, TMEM16A act inactive, RGS4 block inactive, MrgX1 ag inactive and TMEM16A inh inactive.
For COc1cc(CNc2nc3ccccc3n2C)cc(OC)c1OC the results were SKKanGAS inh 1, HDAC3 inhib 7, TRPC6 inhibitor inactive, MrgX1 antagonist inactive, MrgX1 allo act inactive, TRPC6 act inactive, RGS4 pot inactive, TMEM16A act inactive, RGS4 block inactive, MrgX1 ag inactive and TMEM16A inh inactive.
Screening Cc1nc2c(C(=O)NCc3ccccc3Cl)c[nH]n2c(=O)c1Cl returned SKKanGAS inh 5, HDAC3 inhib 4, TRPC6 inhibitor inactive, MrgX1 antagonist inactive, MrgX1 allo act inactive, TRPC6 act inactive, RGS4 pot inactive, TMEM16A act inactive, RGS4 block inactive, MrgX1 ag inactive and TMEM16A inh inactive.
For Cc1cnn(C(=O)c2ccccc2Br)c1 the results were SKKanGAS inh -1, HDAC3 inhib 9, TRPC6 inhibitor inactive, MrgX1 antagonist inactive, MrgX1 allo act inactive, TRPC6 act inactive, RGS4 pot inactive, RGS4 block inactive, MrgX1 ag inactive and TMEM16A inh inactive.
For COc1ccccc1-c1cnn2c(N3CCOCC3)cc(C)nc12 the results were SKKanGAS inh 0, HDAC3 inhib -3, TRPC6 inhibitor inactive, MrgX1 antagonist inactive, MrgX1 allo act inactive, TRPC6 act inactive, RGS4 pot inactive, TMEM16A act inactive, RGS4 block inactive, MrgX1 ag inactive and TMEM16A inh inactive.
`O=C1CC2c3ccccc3C1C1C(=O)N(Cc3ccccc3)C(=O)C21` (stereo not drawn) gave SKKanGAS inh -1, HDAC3 inhib -1, TRPC6 inhibitor inactive, MrgX1 antagonist inactive, MrgX1 allo act inactive, TRPC6 act inactive, RGS4 pot inactive, TMEM16A act inactive, RGS4 block inactive, MrgX1 ag inactive and TMEM16A inh inactive.
`CC(C)(C)n1nnnc1C(c1ccc(F)cc1)N1CCN(Cc2ccc3c(c2)OCO3)CC1` (stereo not drawn) gave SKKanGAS inh -9, HDAC3 inhib 7, TRPC6 inhibitor inactive, MrgX1 antagonist inactive, MrgX1 allo act inactive, TRPC6 act inactive, RGS4 pot inactive, TMEM16A act inactive, RGS4 block inactive, MrgX1 ag inactive and TMEM16A inh inactive.
`CC(=O)Oc1ccc(C(=O)Nc2ccccc2NC(=O)c2ccc(OC(C)=O)cc2)cc1` gave SKKanGAS inh 7, HDAC3 inhib -2, TRPC6 inhibitor inactive, MrgX1 antagonist inactive, MrgX1 allo act inactive, TRPC6 act inactive, RGS4 pot inactive, TMEM16A act inactive, RGS4 block inactive, MrgX1 ag inactive and TMEM16A inh inactive.
Cn1ncc(Cl)c1C(=O)N1CCN(C(=O)c2ccco2)CC1 was read as SKKanGAS inh -1, TRPC6 inhibitor inactive, TRPC6 act inactive, RGS4 pot inactive, TMEM16A act inactive and RGS4 block inactive.
COc1cccc(C(=O)NCCOc2cc(C)cc(C)c2)c1 was read as SKKanGAS inh -7, HDAC3 inhib 0, TRPC6 inhibitor inactive, MrgX1 antagonist inactive, MrgX1 allo act inactive, TRPC6 act inactive, RGS4 pot inactive, TMEM16A act inactive, RGS4 block inactive, MrgX1 ag inactive and TMEM16A inh inactive.
Cc1ccc(SCC2=NNC(=O)C2)cc1 was read as SKKanGAS inh -9, HDAC3 inhib -3, TRPC6 inhibitor inactive, MrgX1 antagonist inactive, MrgX1 allo act inactive, TRPC6 act inactive, RGS4 pot inactive, TMEM16A act inactive, RGS4 block inactive, MrgX1 ag inactive and TMEM16A inh inactive.
For Cc1ccccc1Nc1nnc(SCC(=O)NC(=O)Nc2ccc3c(c2)OCCO3)s1 the results were SKKanGAS inh 2, HDAC3 inhib -9, TRPC6 inhibitor inactive, MrgX1 antagonist inactive, MrgX1 allo act inactive, TRPC6 act inactive, RGS4 pot inactive, RGS4 block inactive, MrgX1 ag inactive and TMEM16A inh inactive.
Screening Cc1sc(NC(=O)C2C3CCC(O3)C2C(=O)O)c(C(=O)OC(C)C)c1-c1ccc(Cl)cc1 (stereo not drawn) returned SKKanGAS inh 4, HDAC3 inhib 5, TRPC6 inhibitor inactive, MrgX1 antagonist inactive, MrgX1 allo act inactive, TRPC6 act inactive, RGS4 pot inactive, TMEM16A act inactive, RGS4 block inactive, MrgX1 ag inactive and TMEM16A inh inactive.
For Cc1ccc(NC2CCCN(C(=O)c3ccccc3N3CCOCC3)C2)cc1C (stereo not drawn) the results were SKKanGAS inh 3, HDAC3 inhib inconclusive, TRPC6 inhibitor inactive, MrgX1 antagonist inactive, MrgX1 allo act inactive, TRPC6 act inactive, RGS4 pot inactive, TMEM16A act inactive, RGS4 block inactive, MrgX1 ag inactive and TMEM16A inh inactive.
O=C(Nc1ccc(S(=O)(=O)N2CCCCC2c2cccnc2)cc1)c1ccccc1F (stereo not drawn) was read as SKKanGAS inh 3, HDAC3 inhib 7, TRPC6 inhibitor inactive, MrgX1 antagonist inactive, MrgX1 allo act inactive, TRPC6 act inactive, RGS4 pot inactive, TMEM16A act inactive, RGS4 block inactive, MrgX1 ag inactive and TMEM16A inh inactive.
Screening NC(=O)COC(=O)c1ccc(-c2ccc(O)cc2)cc1 returned SKKanGAS inh 0, TRPC6 inhibitor inactive, MrgX1 antagonist inactive, MrgX1 allo act inactive, TRPC6 act inactive, RGS4 pot inactive, TMEM16A act inactive, RGS4 block inactive, MrgX1 ag inactive and TMEM16A inh inactive.
`O=C(N/N=C/c1cccnc1)c1ccc(NC(=O)c2ccc(F)cc2)cc1` gave SKKanGAS inh 1, HDAC3 inhib -1, TRPC6 inhibitor inactive, MrgX1 antagonist inactive, MrgX1 allo act inactive, TRPC6 act inactive, RGS4 pot inactive, TMEM16A act inactive, RGS4 block inactive, MrgX1 ag inactive and TMEM16A inh inactive.
`COc1ccccc1CNC(=O)C/C(C)=N/NC(=O)Cc1ccccc1` gave SKKanGAS inh -6, HDAC3 inhib -11, TRPC6 inhibitor inactive, MrgX1 antagonist inactive, MrgX1 allo act inactive, TRPC6 act inactive, RGS4 pot inactive, TMEM16A act inactive, RGS4 block inactive, MrgX1 ag inactive and TMEM16A inh inactive.
Screening O=C(O)CCCNS(=O)(=O)c1ccc(NCc2ccccc2)c(C(=O)O)c1 returned SKKanGAS inh 5, HDAC3 inhib -1, TRPC6 inhibitor inactive, MrgX1 antagonist inactive, MrgX1 allo act inactive, TRPC6 act inactive, RGS4 pot inactive, TMEM16A act inactive, RGS4 block inactive, MrgX1 ag inactive and TMEM16A inh inactive.
CCSc1nc(C)c(C)c(=O)[nH]1 was read as SKKanGAS inh -1, TRPC6 inhibitor inactive, TRPC6 act inactive, RGS4 pot inactive, TMEM16A act inactive and RGS4 block inactive.
For Cc1c(C#N)c2ccccc2n1CC(=O)N1CCCC1 the results were SKKanGAS inh 6, HDAC3 inhib -3, TRPC6 inhibitor inactive, MrgX1 antagonist inactive, MrgX1 allo act inactive, TRPC6 act inactive, RGS4 pot inactive, TMEM16A act inactive, RGS4 block inactive, MrgX1 ag inactive and TMEM16A inh inactive.
`O=C(CN1C(=O)c2ccccc2C1=O)N1CCN(C(=O)c2ccco2)CC1` gave SKKanGAS inh 0, HDAC3 inhib 2, TRPC6 inhibitor inactive, MrgX1 antagonist inactive, MrgX1 allo act inactive, TRPC6 act inactive, RGS4 pot inactive, TMEM16A act inactive, RGS4 block inactive, MrgX1 ag inactive and TMEM16A inh inactive.
For O=[N+]([O-])c1ccc(O)c(/C=N/n2c(CO)nc3ccccc32)c1 the results were SKKanGAS inh 6, HDAC3 inhib 2, TRPC6 inhibitor inactive, MrgX1 antagonist inactive, MrgX1 allo act inactive, TRPC6 act inactive, RGS4 pot inactive, TMEM16A act inactive, RGS4 block inactive, MrgX1 ag inactive and TMEM16A inh inactive.
Screening COc1cc2cc(CN(CCCN3CCOCC3)Cc3nnnn3Cc3ccccc3)c(=O)[nH]c2cc1OC returned SKKanGAS inh 0, HDAC3 inhib -4, TRPC6 inhibitor inactive, MrgX1 antagonist inactive, MrgX1 allo act inactive, TRPC6 act inactive, RGS4 pot inactive, TMEM16A act inactive, RGS4 block inactive, MrgX1 ag inactive and TMEM16A inh inactive.
Screening Cc1cccc(N2CCN(Cc3nc(CC4CC4)no3)CC2)n1 returned SKKanGAS inh -10, HDAC3 inhib 7, TRPC6 inhibitor inactive, MrgX1 antagonist inactive, MrgX1 allo act inactive, TRPC6 act inactive, RGS4 pot inactive, TMEM16A act inactive, RGS4 block inactive, MrgX1 ag inactive and TMEM16A inh inactive.
Screening O=C(NCc1cccs1)C(=O)c1cn(CC(=O)N2CCCC2)c2ccccc12 returned HDAC3 inhib -1, TRPC6 inhibitor inactive, MrgX1 antagonist inactive, MrgX1 allo act inactive, TRPC6 act inactive, RGS4 pot inactive, TMEM16A act inactive, RGS4 block inactive, MrgX1 ag inactive and TMEM16A inh inactive.
Screening C=CCNC(=O)C1CCN(c2ccc(S(=O)(=O)N3CCOCC3)cc2Cl)CC1 returned SKKanGAS inh 4, HDAC3 inhib 5, TRPC6 inhibitor inactive, MrgX1 antagonist inactive, MrgX1 allo act inactive, TRPC6 act inactive, RGS4 pot inactive, TMEM16A act inactive, RGS4 block inactive, MrgX1 ag inactive and TMEM16A inh inactive.
For COc1ccc(/C=C(/Sc2nnc(-c3ccc(Cl)cc3)o2)C(=O)O)cc1 the results were SKKanGAS inh 3, HDAC3 inhib -3, TRPC6 inhibitor inactive, MrgX1 antagonist inactive, MrgX1 allo act inactive, TRPC6 act inactive, RGS4 pot inactive, TMEM16A act inactive, RGS4 block inactive, MrgX1 ag inactive and TMEM16A inh inactive.
CN(C(=O)COC(=O)CCC1CCCCC1)c1c(N)n(Cc2ccccc2)c(=O)[nH]c1=O was read as SKKanGAS inh -1, HDAC3 inhib -4, TRPC6 inhibitor inactive, MrgX1 antagonist inactive, MrgX1 allo act inactive, TRPC6 act inactive, RGS4 pot inactive, TMEM16A act inactive, RGS4 block inactive, MrgX1 ag inactive and TMEM16A inh inactive.

Assay outcomes (PubChem)
